Screening data (PubChem)
Vif-APOBEC3G blk: blocks the Vif interaction with human APOBEC3G | HeLa A3G-eYFP + Vif (tagged APOBEC3G with the HIV-1 protein that degrades it), YFP fluorescence, overnight | Potency, µM (top dose mostly 46.1 µM), for the others: at the top dose activity, negative = active, usual class: inhibitors | Q9HC16 | AID 602310 | actives 0.076% (n = 410,000);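 further: on the % scale 0 is the no-effect control and ±100 the full control effect; nearly all actives have a fitted effect of over 60% in size; hits raise eYFP signal because A3G escapes Vif-driven loss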
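Read-out is eYFP fluorescence (Ex 488/Em 500-530) from Vif-expressing HeLa A3G-eYFP cells; more signal means A3G escaped Vif-mediated degradation. Cells plated overnight, compound pinned in, incubated overnight at 37 deg C.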
RXFP1 ag: activates the human relaxin receptor RXFP1; actives 0.3% (n = 370,000); Q9HBX9; HEK293T-RXFP1 cAMP TR-FRET, 30 min; response scale: percent of porcine relaxin response, buffer zero; Potency, µM (doses to about 57.5 µM), without a hit: top-dose activation, usual class: activators; AID 2676; further: on the % scale 0 is the no-effect control and ±100 the full control effect; nearly all actives have a fitted effect of over 60% in size; many of its hits are not listed in these tables
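HEK293 cells stably expressing RXFP1, treated 30 min at 37C with compounds plus PDE4 inhibitor Ro 20174; cAMP measured by HTRF TR-FRET. Normalized to buffer and 29 nM porcine relaxin; EC50 by Hill fit.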
IDH1 R132H inh: human IDH1 R132H inhibition; IDH1-R132H enzyme, NADPH consumption, diaphorase/resazurin fluorescence; O75874; Potency, µM (doses to about 76.6 µM), without a hit: at the highest dose activity change, negative = inhibition, most hits filed as inhibitors; actives 0.093% (n = 390,000); further: on the % scale 0 is the no-effect control and ±100 the full control effect; nearly all actives have a fitted effect of over 65% in size
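IDH1-R132H (0.5 ug/mL) preincubated 30 min with compound, then NADPH (0.016 mM) and alpha-KG (2 mM) added; 80 min at RT, pH 7.5. Remaining NADPH coupled via diaphorase/resazurin to fluorescence (540/590 nm); concentration-response curves normalized to no-enzyme control.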
TrxR1 substrate: is turned over as a substrate by rat TrxR1 | Potency, µM (highest dose often 114 µM), for inactives: at the highest dose activity change, negative = substrate turnover | AID 588456 | purified TrxR1 substrate turnover, NADPH consumption readout | actives 0.01% (n = 390,000) | O89049; further: on the % scale 0 is the no-effect control and ±100 the full control effect; nearly all actives have a fitted effect of over 50% in size
Target sequence (O89049 whole entry, looked up): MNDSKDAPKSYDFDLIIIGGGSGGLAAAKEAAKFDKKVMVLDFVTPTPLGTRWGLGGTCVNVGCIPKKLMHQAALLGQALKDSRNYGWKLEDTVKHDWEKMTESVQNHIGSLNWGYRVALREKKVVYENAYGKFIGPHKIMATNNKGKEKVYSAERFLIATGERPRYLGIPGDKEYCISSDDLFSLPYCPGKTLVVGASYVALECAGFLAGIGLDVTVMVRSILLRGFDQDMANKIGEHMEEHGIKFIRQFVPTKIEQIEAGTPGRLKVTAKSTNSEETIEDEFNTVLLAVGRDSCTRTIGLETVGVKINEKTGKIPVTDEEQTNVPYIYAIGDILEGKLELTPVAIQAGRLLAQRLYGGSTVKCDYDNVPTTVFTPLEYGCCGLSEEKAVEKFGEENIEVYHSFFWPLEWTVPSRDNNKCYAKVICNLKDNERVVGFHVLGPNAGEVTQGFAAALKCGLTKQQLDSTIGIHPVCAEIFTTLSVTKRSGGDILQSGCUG
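Rat TrxR1, dispensed at 90 nM, was prereduced with 400 uM NADPH (final) for 5 min at ~22 deg C, then incubated with compound 15 min before 400 uM selenite. A first-read NADPH fluorescence drop versus no-compound background flagged substrates.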
Vif-A3F inh: inhibitors of Vif-A3F interaction; HeLa A3F-eYFP + Vif (tagged APOBEC3F with the HIV-1 protein that degrades it), YFP fluorescence increase; Potency, µM (series often up to 46.1 µM), inactives show at the highest dose activity, negative = active; actives 0.2% (n = 390,000); further: % of control where 0% means no effect; nearly all actives have a fitted effect of over 65% in size
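HeLa cells stably expressing A3F-eYFP plus Vif, plated and incubated overnight at 37 deg C, then exposed to compounds overnight at 37 deg C. Blocked degradation read as raised yellow fluorescence (Ex 488/Em 500-530).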
RGS4 inhibitor: inhibitors of human regulator of G protein signaling 4; actives 0.039% (n = 390,000); Potency, µM (highest dose often 114 µM), without a hit: at the highest dose activity change, negative = inhibition, most hits filed as inhibitors; P49798; Transcreener GDP fluorescence polarization, RGS4-accelerated GTP hydrolysis; further: on the % scale 0 is the no-effect control and ±100 the full control effect; nearly all actives have a fitted effect of over 75% in size; some results filed as inactive show a strong effect at the top dose
Target sequence (P49798 whole entry, looked up): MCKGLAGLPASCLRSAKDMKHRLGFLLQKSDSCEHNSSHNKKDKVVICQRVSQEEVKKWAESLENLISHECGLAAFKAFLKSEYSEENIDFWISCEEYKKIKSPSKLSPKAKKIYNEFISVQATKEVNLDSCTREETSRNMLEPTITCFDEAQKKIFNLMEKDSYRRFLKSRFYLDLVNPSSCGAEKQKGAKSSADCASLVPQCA
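MLSMR compounds (23 nl, pin-transferred) preincubated 10 min at room temperature with a 500nM (2x) first reagent, then RGS4 at 900nM (2x) plus Transcreener GDP mix added; fluorescence polarization (620/688 nm) read before and after 90 min at 30 °C.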
USP1 inh: USP1/UAF1 (human) deubiquitinase inhibition; O94782; recombinant USP1/UAF1, Ub-Rhodamine cleavage fluorescence; Potency, µM (doses to about 57.1 µM), for inactives: top-dose activity change, negative = inhibition, hits mostly inhibitors; actives 0.23% (n = 390,000); further: on the % scale 0 is the no-effect control and ±100 the full control effect; nearly all actives have a fitted effect of over 60% in size; inactives centre near -12
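USP1/UAF1 complex (1 nM) preincubated 15 min at room temperature with compound, then Ub-Rho substrate (150 nM final) added. Kinetic fluorescence at 480/540 nm over 6 reads at 60 s intervals; 50 mM HEPES pH 7.8, 0.5 mM EDTA, 0.1 mg/ml BSA, 1 mM TCEP, 0.01% Tween-20.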
rTrxR1 inhibitor: inhibitors of rat thioredoxin reductase 1 | recombinant rTrxR1, NADPH fluorescence consumption, selenite substrate | Potency, µM (series often up to 114 µM), for the others: top-dose activity change, negative = inhibition, usual class: inhibitors | actives 1% (n = 390,000); further: on the % scale 0 is the no-effect control and ±100 the full control effect; nearly all actives have a fitted effect of over 65% in size
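Rat TrxR1 (90 nM in the dispensed reagent) was pre-reduced with 400 uM NADPH for 5 min at room temperature, then incubated with compound for 15 min. After 400 uM selenite was added, NADPH fluorescence (Ex 340/Em 450 nm) was followed for 8 min.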
12-LOX inh: blocks human arachidonate 12S-lipoxygenase. Potency, µM (series often up to 108 µM), inactives show top-dose activity change, negative = inhibition, actives largely listed as inhibitors. purified 12hLO, xylenol orange hydroperoxide absorbance. P18054. actives 1.1% (n = 580,000); further: on the % scale 0 is the no-effect control and ±100 the full control effect
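Purified human 12hLO at 150 nM in 25 mM Hepes, 0.01% Triton X-100, pH 7.0, preincubated 15 min at room temperature with compound. Reaction started with 40 uM arachidonic acid, 30 min at room temperature. Hydroperoxide measured by Fe-xylenol orange, 573/405 nm absorbance ratio.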
* = called active by the depositor; i = inactive; ? = inconclusive; . = no result given; [ ] = remark or other dose. The call rests on the fitted dose curve; in most records, active means well fitted curve in the direction sought with a large enough effect; inconclusive means small, poorly fitted or top-dose-only effect, or another doubt; inactive means no such curve, though single readings can be large; an effect the other way counts as inactive or inconclusive. Potency means the concentration at half of the fitted maximal effect.

SMILES	Vif-APOBEC3G blk	RXFP1 ag	IDH1 R132H inh	TrxR1 substrate	Vif-A3F inh	RGS4 inhibitor	USP1 inh	rTrxR1 inhibitor	12-LOX inh
CCN(C(=O)CN1C(=O)c2ccc([N+](=O)[O-])cc2C1=O)C1CCCCC1	-1.1%	0.9%	-12.0%	-5.6%	2.9%	8.3%	-1.9%	2.0%	0.0%
COCCNC(=O)C(c1ccc(F)cc1)N(Cc1ccccc1)C(=O)CCC(=O)Nc1nccs1 (stereo not drawn)	-2.4%	-2.8%	6.2%	1.3%	0.3%	14.5%	-23.0%	10.9%	2.0%
COc1cccc(-c2nc3ccccc3s2)c1O	-5.2%	-3.8%	-2.9%	-0.7%[57.1 µM]	-2.1%	12.9%	-29.8%	3.5%[57.1 µM]	23.9%
Cc1ccc(S(=O)(=O)N2CCN(C(=O)COC(=O)CSc3ccccc3)CC2)c(C)c1	1.3%	0.5%	2.9%	-2.2%	3.7%	-8.2%	-13.0%	9.4%	4.3%
CC(Cn1nnc2ccccc21)C(=O)O (stereo not drawn)	5.3%	1.2%	-0.4%	0.9%	11.2%	1.4%	-20.8%	12.1%	7.0%
Cc1ncc([N+](=O)[O-])n1CC(=O)Nc1ccccc1	-7.7%	-0.4%	-0.9%	2.4%	-3.9%	-10.7%	-19.6%	13.0%	0.8%
O=c1c2cc(NC(=S)N3CCCC3)ccc2nc2n1CCCCC2	-0.3%	7.7%	3.4%	-1.0%	1.1%	-45.1%	-17.0%	6.8%	-11.7%
CCC(=O)N1CCN(c2ccc(NC(=O)c3cc4ccccc4o3)cc2)CC1	-6.9%	-0.5%	1.6%	-9.4%	3.4%	-17.7%	-9.9%	-2.1%	-7.7%
Cc1cc(O)c(C(C)C)cc1NC(=O)c1cccc(Cl)c1	-0.4%	0.4%	2.6%	-0.6%	0.1%	-5.8%	-19.7%	22.0%	?
O=C(NCC1CC1)c1cccc2c1C(=O)c1ccc(N3CCCC3)cc1S2(=O)=O	-25.7%	.	-3.1%	-2.1%[57.1 µM]	-13.8%	14.6%	?	-12.5%[57.1 µM]	?
CC(c1ccco1)N(C(=O)COc1ccccc1[N+](=O)[O-])c1ccccn1 (stereo not drawn)	2.7%	2.0%	1.4%	5.4%[57.1 µM]	-4.9%	3.4%	-14.2%	9.2%[57.1 µM]	84.0%[activator]
Cc1ccc(C(=O)NC2CCCCC2)cc1S(=O)(=O)N1CCCC1	-1.5%	5.5%	6.3%	-2.0%	5.3%	-9.4%	-18.0%	6.0%	i
O=C(CCCc1ccccc1)Nc1nnc(C(F)(F)F)s1	0.8%	-0.8%	10.8%	3.9%[57.1 µM]	7.2%	-27.4%	-14.8%	17.5%[57.1 µM]	0.1%
O=S(=O)(c1ccc(F)cc1)N1CCN(C(=S)NC2CCCC2)CC1	3.0%	0.4%	0.8%	-11.1%	-4.5%	30.1%	1.4%	-13.8%	-13.9%
COc1cccc(NC(=O)CN(C)C(=O)c2c(-c3c(F)cccc3Cl)noc2C)c1	2.9%	-0.4%	4.9%	-4.2%	5.5%	-24.9%	1.2%	1.4%	-5.7%
Cc1ccc(S(N)(=O)=O)c(C)c1-n1cnnn1	-4.7%	-1.8%	1.6%	7.9%[57.1 µM]	-1.2%	21.4%	-14.5%	14.1%[57.1 µM]	-23.2%
CNC(=O)Nc1cccc(C(F)(F)F)c1	1.6%	3.8%	9.8%	-7.9%	4.7%	-10.0%	-7.2%	-7.7%	0.0%
CCC(=O)Nc1ccc(C(=O)Nc2ccc(Br)cc2F)cc1	-3.9%	7.1%	-9.2%	2.8%	-12.4%	-4.2%	-19.8%	14.5%	-5.2%
Cc1onc(-c2ccccc2)c1C(=O)Nc1sc2c(c1C#N)CCC2	-20.5%	2.3%	12.7%	13.7%	-18.1%	-38.4%	-12.6%	7.3%	?
O=C(COC(=O)c1c[nH]c2ccccc12)Nc1ccc([N+](=O)[O-])cc1	-0.3%	-0.7%	2.3%	5.9%	4.7%	8.3%	-16.5%	8.7%	5.2%
Clc1ccc(-c2nc(Cc3ccccc3)no2)cc1	-4.2%	-0.1%	3.0%	-6.6%	-11.5%	17.2%	-1.4%	0.1%	15.3%
COc1ccc2nc(/C(C#N)=C\c3ccc(C(=O)O)cc3)[nH]c2c1	-12.1%	?	14.8%	-0.6%[57.1 µM]	-22.7%	-4.2%	-8.1%	3.1%[57.1 µM]	-14.9%
Cc1ccc2c(c1)C(c1ccccc1)N(C(=O)c1ccc(S(=O)(=O)N3CCCC3)cc1)CC(=O)N2 (stereo not drawn)	-3.1%	-2.4%	5.0%	-3.0%	-14.7%	-5.2%	?	11.7%	3.6%
COC(=O)C(NC(=O)C(CC(C)C)NC(=O)C1CCC(C)CC1)C(C)C (stereo not drawn)	0.0%	0.0%	3.9%	7.7%[57.1 µM]	4.7%	31.0%[11.4 µM]	-5.1%	6.0%[57.1 µM]	0.0%
COc1ccccc1CNC(=O)C1CCN(S(=O)(=O)c2c(C)noc2C)CC1	2.0%	-2.0%	-0.7%	3.9%	-8.9%	-18.4%	-3.1%	16.1%	0.0%
CN(CC(=O)Nc1cccc(F)c1)C(=O)Cc1n[nH]c(=O)c2ccccc12	0.4%	2.3%	-20.4%	-11.7%	0.6%	-10.9%	0.8%	-14.3%	?
O=C(/C=C/C=C/c1ccccc1)CC1(O)C(=O)N(CCc2ccccc2)c2ccccc21 (stereo not drawn)	-17.4%	-3.6%	0.2%	-6.1%	2.9%	-31.0%	-15.0%	-16.6%	0.0%
CN(C(=O)COC(=O)c1ccccc1C(=O)c1ccccc1)c1ccccc1	-0.2%	.	6.7%	-0.4%	0.5%	14.2%	-2.2%	8.8%	13.0%
Cc1ccc(-c2nnc(SCC(=O)OC(C)C)n2N)cc1	0.5%	0.5%	-1.1%	-3.9%	-0.6%	-12.6%	-22.1%	-7.5%	-7.2%
O=C(NCCSc1c[nH]c2ccccc12)c1ccccc1Cl	1.1%	2.0%	-6.7%	-4.0%	1.0%	-8.3%	-11.8%	11.4%	-14.7%
Cc1oc(-c2cccc(F)c2)nc1CN(Cc1ccccc1)C[C@@H]1CCC(=O)N1	3.1%	-0.4%	2.6%	-7.4%	6.5%	17.2%	-7.4%	0.3%	-2.3%
OCCC1CN(Cc2cccc3c2OCO3)CCN1Cc1ccccc1 (stereo not drawn)	1.4%	0.3%	-3.9%	-10.7%[57.1 µM]	1.5%	4.9%	-12.0%	-15.6%[57.1 µM]	3.3%
O=C(CN(Cc1ccccc1)C(=O)c1csnn1)NCc1ccccc1	2.3%	2.1%	2.5%	2.0%[57.1 µM]	-1.4%	-3.3%	-2.9%	3.1%[57.1 µM]	-8.4%
Cc1cc(F)ccc1S(=O)(=O)N1CCCOC1CNC(=O)C(=O)NCCc1c[nH]c2ccccc12 (stereo not drawn)	-5.1%	-0.3%	-2.3%	4.0%	-0.2%	-21.0%	-14.7%	8.5%	8.7%

A stretch taken from the entries so far, as a working copy:
SMILES	Vif-APOBEC3G blk	RXFP1 ag	IDH1 R132H inh	TrxR1 substrate	Vif-A3F inh	RGS4 inhibitor	USP1 inh	rTrxR1 inhibitor	12-LOX inh
Clc1ccc(-c2nc(Cc3ccccc3)no2)cc1	-4.2%	-0.1%	3.0%	-6.6%	-11.5%	17.2%	-1.4%	0.1%	15.3%
COc1ccc2nc(/C(C#N)=C\c3ccc(C(=O)O)cc3)[nH]c2c1	-12.1%	?	14.8%	-0.6%[57.1 µM]	-22.7%	-4.2%	-8.1%	3.1%[57.1 µM]	-14.9%
Cc1ccc2c(c1)C(c1ccccc1)N(C(=O)c1ccc(S(=O)(=O)N3CCCC3)cc1)CC(=O)N2 (stereo not drawn)	-3.1%	-2.4%	5.0%	-3.0%	-14.7%	-5.2%	?	11.7%	3.6%
COC(=O)C(NC(=O)C(CC(C)C)NC(=O)C1CCC(C)CC1)C(C)C (stereo not drawn)	0.0%	0.0%	3.9%	7.7%[57.1 µM]	4.7%	31.0%[11.4 µM]	-5.1%	6.0%[57.1 µM]	0.0%
COc1ccccc1CNC(=O)C1CCN(S(=O)(=O)c2c(C)noc2C)CC1	2.0%	-2.0%	-0.7%	3.9%	-8.9%	-18.4%	-3.1%	16.1%	0.0%
CN(CC(=O)Nc1cccc(F)c1)C(=O)Cc1n[nH]c(=O)c2ccccc12	0.4%	2.3%	-20.4%	-11.7%	0.6%	-10.9%	0.8%	-14.3%	?
O=C(/C=C/C=C/c1ccccc1)CC1(O)C(=O)N(CCc2ccccc2)c2ccccc21 (stereo not drawn)	-17.4%	-3.6%	0.2%	-6.1%	2.9%	-31.0%	-15.0%	-16.6%	0.0%
CN(C(=O)COC(=O)c1ccccc1C(=O)c1ccccc1)c1ccccc1	-0.2%	.	6.7%	-0.4%	0.5%	14.2%	-2.2%	8.8%	13.0%

This is a subset, so the mix of outcomes need not match the whole.
